# Assay outcomes from PubChem BioAssay.
# S1P2 ag: S1P2 receptor agonists, primary screen, cell-based. S1P2-expressing cell line, agonist reporter read-out. activation, % at 4.5 µM. AID 729, 2007. 97,000 compounds, 0.46% hits. Sphingosine 1-phosphate receptor 2 (Homo sapiens), O95136; in the data active = activation above about 16%;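 also: 0% = vehicle low control and 100% = maximal reference agonist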
# Rev-RRE block: HIV-1 Rev-RRE binding inhibitors, primary screen, biochemical, FRET, protein-RNA interaction. P05866. Rev peptide-RRE RNA binding. inhibition, % at 8 µM. 97,000 compounds, 0.79% hits. AID 704, 2007;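 active = inhibition above the screen-wide mean plus 3 SD, cut at about 35% in these data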;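 also: 0% = median DMSO wells and 100% = median Neomycin B control wells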
# Target sequence (P05866 whole entry, looked up): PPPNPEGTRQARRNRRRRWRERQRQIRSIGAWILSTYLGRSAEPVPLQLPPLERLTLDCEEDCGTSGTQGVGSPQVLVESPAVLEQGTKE
#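 Material: labelled RRE RNA duplex and labelled Rev peptide / Buffer or medium: HEPES pH 7.5 salt buffer with EDTA / Compound dosing: single point, 8 µM final nominal compound concentration / Benchmarks: DMSO low control, neomycin B high control / Timing: 5 min preincubation and 15 min binding, 25 °C / Technique: FRET fluorescence readout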
# PostGolgi yeast: phenotypic screen on post-Golgi transport, primary screen. post-Golgi transport phenotypic cell assay. inhibition, % at 10 µM. 98,000 compounds, 0.9% hits;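 also: yeast cells grown in 1536-well plates; yeast grown about 18 h at 30C before absorbance read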
# FAK inh: FAK kinase inhibitors, primary screen, biochemical. Focal adhesion kinase 1 (Homo sapiens), Q05397. biochemical FAK kinase activity assay. 97,000 compounds, 0.84% hits. inhibition, %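 (tested at 7 µM)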. AID 727, 2007; in the data active = inhibition above about 19%;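 also: 0% = DMSO and 100% = reference compound high control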
# EphB4 antag: EphB4-ephrin-B2 interaction antagonists, primary screen, biochemical, TNYL-RAW peptide probe, fluorescence polarization; inhibition, % at 7 µM; EphB4 LBD / TNYL-RAW-Alexa532 peptide; 97,000 compounds, 0.15% hits; Ephrin type-B receptor 4 (Homo sapiens), P54760; AID 720, 2007;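 active = inhibition above the screen-wide mean inhibition plus 3 SD, cut at about 15% in these data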;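 also: 0% = DMSO wells and 100% = excess unlabeled TNYL-RAW peptide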
# PostGolgi ctrl: growth inhibition of yeast control strain, primary screen, counter-screen for post-Golgi transport modulator project; inhibition, % at 10 µM; efflux-deficient yeast background strain, growth absorbance A615, 16 h; 98,000 compounds, 5% hits; AID 738, 2007
# LYP act: LYP phosphatase activators, primary screen, biochemical, DiFMUP fluorescence, 2 µM. Tyrosine-protein phosphatase non-receptor type 22 (Homo sapiens), Q9Y2R2. recombinant LYP; 0 = plate median, 100 = signal doubled. activation, % at 2 µM. 96,000 compounds, 0.11% hits. AID 697, 2007;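 active = activation at 2 µM above a set limit, the mean plus 5 SD, cut at about 37% in these data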
# Target sequence (Q9Y2R2 whole entry, looked up): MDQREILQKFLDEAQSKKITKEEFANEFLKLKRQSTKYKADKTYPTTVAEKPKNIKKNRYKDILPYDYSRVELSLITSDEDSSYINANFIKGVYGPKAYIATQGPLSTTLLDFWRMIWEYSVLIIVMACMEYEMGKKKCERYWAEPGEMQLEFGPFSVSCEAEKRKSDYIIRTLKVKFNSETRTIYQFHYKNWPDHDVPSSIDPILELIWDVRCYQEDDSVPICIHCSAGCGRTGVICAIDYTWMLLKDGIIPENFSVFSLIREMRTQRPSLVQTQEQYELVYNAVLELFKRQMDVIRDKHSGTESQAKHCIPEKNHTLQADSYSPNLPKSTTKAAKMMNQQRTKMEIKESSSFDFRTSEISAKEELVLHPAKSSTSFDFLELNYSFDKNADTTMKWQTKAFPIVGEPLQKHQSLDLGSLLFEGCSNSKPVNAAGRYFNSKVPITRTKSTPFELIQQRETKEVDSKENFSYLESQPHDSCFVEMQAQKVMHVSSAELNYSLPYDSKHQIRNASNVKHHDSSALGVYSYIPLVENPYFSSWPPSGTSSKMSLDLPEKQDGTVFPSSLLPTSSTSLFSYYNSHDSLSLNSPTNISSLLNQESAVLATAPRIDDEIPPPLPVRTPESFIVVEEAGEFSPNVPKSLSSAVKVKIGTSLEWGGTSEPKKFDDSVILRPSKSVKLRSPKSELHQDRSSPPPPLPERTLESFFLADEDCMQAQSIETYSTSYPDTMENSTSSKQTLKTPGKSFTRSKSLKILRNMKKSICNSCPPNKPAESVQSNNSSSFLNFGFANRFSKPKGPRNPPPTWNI
# S1P2 antag: human S1P2 receptor antagonists, primary screen, cell-based. inhibition, % at 5 µM. cell-based S1P2 antagonist assay, inhibition at 5 uM. 97,000 compounds, 0.21% hits; in the data active = inhibition above about 45%;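 also: CRE beta-lactamase reporter cells expressing human S1P2 stimulated with S1P; 0% = agonist at EC80 alone and 100% = agonist plus reference antagonist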
# PTPN22 inh 2: PTPN22 phosphatase inhibitors, primary screen, biochemical, DiFMUP fluorescence, 2 µM. Tyrosine-protein phosphatase non-receptor type 22 (Homo sapiens), Q9Y2R2. recombinant LYP catalytic domain. inhibition, % at 2 µM. 96,000 compounds, 0.21% hits. AID 640, 2007;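 active = inhibition at 2 µM at or above a set limit, the screen mean plus 3 SD, cut at about 24% in these data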;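 also: 0% = DMSO with enzyme and 100% = enzyme fully blocked by orthovanadate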
# Numbers without * were called inactive; · = not tested or not shown. Rule as the data show it, unless noted: active = inhibition above about 30%; inactive = the rest.
Compound,S1P2 ag,Rev-RRE block,PostGolgi yeast,FAK inh,EphB4 antag,PostGolgi ctrl,LYP act,S1P2 antag,PTPN22 inh 2
O=C(Cc1cccc2ccccc12)N/N=C/c1ccc(Sc2nc3ccccc3s2)o1,-7,5,7,-5,1,35*,8,8,-5
Cc1cc(NC(=O)CCCC(=O)O)nc(C)n1,-7,10,-1,-2,1,5,0,1,-2
O=C(c1ccccc1)N(Cc1cccs1)C1CCS(=O)(=O)C1 (stereo not drawn),0,3,5,0,-1,6,2,16,-2
O=C1c2cccc3cccc(c23)C(=O)N1OS(=O)(=O)c1ccccc1,-1,3,4,0,-5,6,-1,15,5
Cc1cccc2nc(CSc3nnnn3-c3ccccc3)cn12,-2,8,-2,11,1,6,-3,16,2
COc1ccccc1NC(=O)NC(N)=O,-5,-4,-3,2,-9,16,10,-22,-14
COCc1nc2ccccc2n1Cc1ccccc1Br,-1,4,-2,1,1,13,-2,5,0
CC(=NCCc1ccccc1)C1=C(O)CSC1=O,-14,3,3,1,10,25,-8,2,9
CCCOc1ccc(-c2nc(=S)[nH][nH]2)cc1,-1,8,-7,1,2,4,-10,-4,9
CCOC(=O)N1CCC(NC(=O)c2cc(C(=O)Nc3ccc(OC)c(OC)c3)ccc2CO)CC1,-4,6,2,7,4,0,-2,29,-1
O=C(O)c1cccc(S(=O)(=O)Nc2ccc3oc(=O)sc3c2)c1,-5,1,20,11,-1,0,-6,-9,3
Cc1cccc(C(=O)O/N=C(\N)Cc2ccc([N+](=O)[O-])cc2)c1,-4,1,-3,2,2,15,0,-3,0
O=C(CCCc1c[nH]c2ccccc12)N1CCOCC1,-4,-1,7,0,-4,-8,-2,-6,0
Cc1nnc(C)n1/N=C/c1ccc2c(c1)OCCO2,-5,-1,18,1,-11,6,-7,-2,7
CCOC(=O)CNC(=O)Cn1cnc2c(nnn2-c2ccc(F)cc2)c1=O,0,7,3,0,-3,-5,8,-8,-11
CCCCCCCOc1ccc(OC(=O)c2cccnc2)cc1,-2,-3,-1,0,-1,13,-1,-10,4
NC(=O)COC(=O)c1ccc(Oc2ccccc2)cc1,0,0,-8,2,-3,-5,-1,-15,-2
CC(C)(C)C(=O)NCCCc1nc2ccccc2n1CCCOc1ccc(Cl)cc1,-2,6,-1,0,-1,28,3,32,2
Cc1c(C#N)c2ccccc2n1CC(=O)NCc1cccnc1,-11,4,22,3,-5,4,-1,-19,0
CCCCn1cnc2c(cnn2-c2ccc(F)cc2)c1=O,-2,4,-8,5,3,5,3,11,-3
CCCCCCCCN=C1NC(=O)CS1,-6,10,7,-2,-1,-2,-10,18,12
N/C(=N\OC(=O)N1CCOCC1)c1ccccc1,-7,6,4,3,-5,-9,-12,10,14
Cc1ccc(Nc2nc(N)nc(CN3CCN(c4ccccc4F)CC3)n2)cc1,-10,14,6,5,-1,8,-10,22,8
N#Cc1c(C(F)(F)F)cc(-c2ccccc2)nc1SCC(=O)Nc1sc2c(c1C#N)CCC2,-4,12,-8,-1,-8,-1,-2,9,4
CCCCc1c(C)c(C#N)c2[nH]c3ccccc3n2c1=O,-5,3,6,-1,7,36*,0,-27,1
COc1ccccc1N1CCN(S(=O)(=O)c2ccc3c4c(cccc24)C(=O)N3C)CC1,-5,4,7,4,5,6,0,7,-5
CCOC(=O)c1sc2c(c1C)C(c1cccs1)C1=C(CCCC1=O)N2 (stereo not drawn),31*,12,7,24*,2,18,14,-46,-13
CC(Sc1nnc2ccccn12)C(=O)Nc1ccc(Cl)cn1 (stereo not drawn),-6,1,-7,-1,-10,4,-6,16,4
Cc1ccc(C(=O)NC2CC3CCCC(C2)N3C(=O)NC2CCCCC2)cc1 (stereo not drawn),-1,-1,·,0,8,·,-3,-3,6
COc1ccc(C(=O)NC2CCSC2=O)cc1 (stereo not drawn),-4,4,·,1,-2,·,2,-19,-7
COc1ccc(S(=O)(=O)NNC(=O)c2csc(-n3nc(C)cc3C(F)(F)F)n2)cc1OC,-2,7,17,0,2,3,2,1,-2
CN1CCN(C(=O)c2sc(=S)n(-c3ccccc3)c2N)CC1,-5,1,5,-4,4,-1,2,-3,1
C=CCOc1ccc(NC(=O)C(=O)NCCCn2ccnc2)cc1,-9,2,-8,-1,-4,4,-3,16,5
CN1C(=O)/C(=N/OC(=O)c2ccccc2)c2ccccc21,-4,7,-4,0,-1,16,12,-1,-8
CCn1c(SCC(=O)N2CC(=O)Nc3ccccc32)nnc1-c1ccoc1C,-2,4,-9,-1,-3,-7,-1,1,1
CCn1nnc(NC(=O)c2cc3ccccc3o2)n1,-5,4,-2,-2,-6,2,-13,7,9
Cc1nn(-c2ccc(Cl)c(Cl)c2)c(=O)c2ccccc12,-1,10,-1,-7,6,49*,5,23,-3
Cc1ccc2[nH]c3c(c2c1)CN(C(=O)CN1CCN(c2ccccc2F)CC1)CC3,-8,15,3,2,0,13,-11,16,9
O=C(c1ccc2c(c1)OCCO2)N(c1ccccn1)C1CCCCC1,-5,2,-4,-6,-1,1,-1,-5,4
COc1cc(/C=C/c2cc(OC(C)=O)c3ccccc3n2)c(OC(C)=O)c([N+](=O)[O-])c1,1,-4,-5,2,-12,-3,21,-14,-24
Cc1nc(SCC(=O)N2CCOCC2)c2ccsc2n1,-14,4,3,-3,-10,-4,6,0,-11
O=C(N=Nc1c(O)[nH]c2ccc(Br)cc12)c1ccccc1-n1cccc1,-3,3,2,3,3,37*,-5,2,6
CN(C)C(=O)COc1ccc2cc(-c3ccccc3)c(=O)oc2c1,-7,2,7,1,-12,8,4,3,-6
CCOC(=O)N1CCN(C(=O)CSc2nnc(-c3cc(OC)cc(OC)c3)o2)CC1,-4,9,-12,5,5,0,-8,15,11
O=C1CC(c2ccc(F)cc2)CC(O)=C1C=NCCN1CCN(C(=O)Nc2ccccc2)CC1 (stereo not drawn),-1,2,-3,0,-4,4,9,-1,-11
O=c1[nH]c2ccc(NC(=S)Nc3ccc(Cl)cc3Cl)cc2[nH]1,-5,7,1,1,2,1,2,-3,0
Cc1oc2c(CN3CCCC3)c(O)ccc2c(=O)c1Oc1ccccc1Br,-3,-2,2,0,0,2,5,3,-7
CCC(C)(C)NC(=O)c1cc(OC)c(OC)cc1[N+](=O)[O-],-1,4,1,0,-9,0,-12,11,12
Cc1nn(C)c(C)c1N1C(=O)c2cccc3c(Br)ccc(c23)C1=O,-7,2,·,0,1,·,4,45,-7
CCCCN1C(=O)NC(NS(=O)(=O)c2ccc(N)cc2)(C(F)(F)F)C1=O (stereo not drawn),-5,5,18,-1,-3,1,-3,-37,3
COc1ccc(C(c2c[nH]c3ccccc23)c2c[nH]c3ccccc23)cc1O,89*,6,-2,0,-3,54*,2,5,-3
CN1/C(=C/C=N/n2cnnc2)C(C)(C)c2ccccc21,1,3,-7,-2,-4,11,8,8,-13
O=C(COC(=O)c1ccccc1)NCc1ccco1,-1,-11,-2,12,0,0,0,-12,-1
COc1ccc(N(CC(=O)N2CCc3ccccc32)S(=O)(=O)c2c(C)n[nH]c2C)cc1,-6,4,4,0,-2,10,11,-5,-12
Fc1ccc(CSc2nc3ccccc3[nH]2)cc1,-3,6,14,1,-2,12,10,-5,-12
O=C(NCCN1CCN(c2ccccc2)CC1)c1cccc(Br)c1,-2,10,2,-1,2,8,0,1,-1
COC(=O)Cc1n[nH]c(=O)c2ccccc12,-8,12,0,0,6,15,-5,17,6
C=CCn1c(Cc2ccc(OCC)cc2)nnc1SCC(N)=O,-1,3,0,5,13,-1,-4,13,1
O=C(NCc1ccco1)c1cccc(N2CCCC2=O)c1,0,10,3,2,-5,4,9,-30,-8

# Structures listed so far that bear a hit mark in S1P2 ag.
structure | S1P2 ag | Rev-RRE block | PostGolgi yeast | FAK inh | EphB4 antag | LYP act | S1P2 antag | PTPN22 inh 2
CCOC(=O)c1sc2c(c1C)C(c1cccs1)C1=C(CCCC1=O)N2 (stereo not drawn) | 31* | 12 | 7 | 24* | 2 | 14 | -46 | -13
COc1ccc(C(c2c[nH]c3ccccc23)c2c[nH]c3ccccc23)cc1O | 89* | 6 | -2 | 0 | -3 | 2 | 5 | -3

# Results in S1P2 ag, for some of the entries so far:
mol,S1P2 ag
COc1ccc(N(CC(=O)N2CCc3ccccc32)S(=O)(=O)c2c(C)n[nH]c2C)cc1,-6
Fc1ccc(CSc2nc3ccccc3[nH]2)cc1,-3
O=C(NCCN1CCN(c2ccccc2)CC1)c1cccc(Br)c1,-2
COC(=O)Cc1n[nH]c(=O)c2ccccc12,-8
C=CCn1c(Cc2ccc(OCC)cc2)nnc1SCC(N)=O,-1
O=C(NCc1ccco1)c1cccc(N2CCCC2=O)c1,0

# An unsorted share of the library; about 7% have a hit in one of these screens.
